# Screening data as filed in PubChem BioAssay.
# RmlC RmlD mix = inhibitors of RmlC and RmlD coupled enzymes; RmlC/RmlD coupled enzyme inhibition, 384-well mixture HTS; inhibition, % at 5.5 µM; actives 0.39% (n = 110,000); in the data active means inhibition above about 30%, passing the limit was not always enough; further: strong numbers were not always called active
# HIV RNase H inh = blocks HIV-1 RNase H cleavage of RNA/DNA duplex. actives 1.9% (n = 65,000). RT-RNase H RNA/DNA duplex cleavage, fluorescence. inhibition, % at 10 µM. P04585; in the data active means inhibition above about 50%
# * hit, by the source's call; . = no result given. An excerpt; rates above refer to the full screens.
SMILES,RmlC RmlD mix,HIV RNase H inh
CCn1cc(-c2nnnn2-c2ccc(Cl)cc2)c(=O)c2ccccc21,-3,.
Cc1ccc(N2CC(C(=O)OCc3ccccc3)CC2=O)cc1 (stereo not given),68,-74
CCc1nc(C)cn1S(=O)(=O)c1cc(Br)c(C)cc1OC,8,-65
COCCN(C(=O)Nc1ccccc1)C(C)c1cccnc1 (stereo not given),-11,-9
OCC1OC(n2cnc3c(NC4CCCCC4)ncnc32)C(O)C1O (stereo not given),-6,.
O=C(c1cccc(C(F)(F)F)c1)N1CCN(c2cc(=O)[nH]nc2-c2ccccc2)CC1,4,.
CCN(CC)CCN1C(=O)C(=O)/C(=C(/O)c2ccc(F)cc2)C1c1ccncc1 (stereo not given),.,-13
CCOC(=O)COc1cccc2c(=O)n(CC(=O)N3CCC(C)CC3)ccc12,5,.
CC(NC(=O)C1CCCN(S(=O)(=O)c2cccs2)C1)c1ccccc1 (stereo not given),-11,-7
O=c1oc2ccccc2c(N2CCCCC2)c1CN1CCCC1,6,.
CC1CC(C)CN(S(=O)(=O)c2cccc(C(=O)OCCN3CCCC3=O)c2)C1 (stereo not given),-12,.
CCC(=O)Nc1nnc(-c2ccncc2)s1,-6,.
CCOc1ccc(NC(=O)CN(C)CC(=O)Nc2cc(Cl)ccc2C#N)cc1OCC,-15,.
Nc1ccc(C2CCCc3nonc32)c2nonc12 (stereo not given),5,-30
Cc1ccc(C(=O)NCC(=O)NCC(=O)OCC(=O)c2ccc([N+](=O)[O-])cc2)cc1,-7,.
OC(CNCC1CCCO1)Cn1c2ccc(Br)cc2c2cc(Br)ccc21 (stereo not given),-16,.
Cc1cc2c(cc1C)CSC(c1ccccc1OC(=O)C(C)(C)C)SC2,-10,.
O=C(CSc1nnc2ccccn12)N1CCc2ccccc2C1,-14,-9
Cc1nc2ccccc2n1CC(O)COC1CCCCC1 (stereo not given),-4,.
Cc1ccc(CNC(=O)CSc2c3c(nc4cc(Cl)ccc24)CCCC3)o1,-10,.
Cc1nc(SCC(=O)N(C)Cc2ccco2)c2c(C)c(C)sc2n1,-39,-22
Cc1ccc(-c2ccc(=O)n(CC(=O)Nc3cccc(C(=O)N4CCN(C)CC4)c3)n2)cc1,-7,0
CCN(CC)C(=O)CN(C)S(=O)(=O)c1cccc2nsnc12,-14,-4
O=C(COC(=O)c1c2ccccc2cc2ccccc12)Nc1ncc(C(F)(F)F)cc1Cl,-52,.
C=CCN1c2ccccc2[C@]23C[C@@H](C(=O)OC)N(C(C)=O)C2=NC(C(=O)OC)=C(C(=O)OC)[C@H]13,0,.
CCC(=NCCc1c[nH]c2ccccc12)c1c(O)n(C)c(=O)n(C)c1=O,-15,.
CC1(C(=O)O)COC(c2ccc([N+](=O)[O-])cc2)OC1 (stereo not given),1,.
COc1cc2c(cc1O)CC[C@@H]1[C@@H]2CC[C@]2(C)[C@@H](O)CC[C@@H]12,-3,.
O=C(Nc1nc(-c2ccc(S(=O)(=O)N3CCCC3)cc2)cs1)C1COc2ccccc2O1 (stereo not given),-9,40
COc1c(N)c2ccccc2[nH]c1=O,.,-20

# Sorted by formula weight (low to high): part of the list above.
SMILES,RmlC RmlD mix,HIV RNase H inh
CCN(CC)C(=O)CN(C)S(=O)(=O)c1cccc2nsnc12,-14,-4
O=C(COC(=O)c1c2ccccc2cc2ccccc12)Nc1ncc(C(F)(F)F)cc1Cl,-52,.
O=C(Nc1nc(-c2ccc(S(=O)(=O)N3CCCC3)cc2)cs1)C1COc2ccccc2O1 (stereo not given),-9,40

# More entries follow.
SMILES,RmlC RmlD mix,HIV RNase H inh
COc1cc(C(c2c(C)[nH][nH]c2=O)c2c(C)[nH][nH]c2=O)ccc1OCc1ccc([N+](=O)[O-])cc1,-7,.
CCN1CCN(C(=O)CN(CC)S(=O)(=O)c2ccc(Cl)cc2)CC1,86,.
Cc1ccc(S(=O)(=O)NCC(=O)N2CCC(C)CC2)cc1,-3,-12
O=C(CSc1nnc(-c2ccc3c(c2)OCCO3)o1)NC1CCCCC1,-14,8
COc1ccc(OCc2cccc(C(=O)Nc3cc(C)on3)c2)cc1,2,.
CCOC(=O)c1c(NC(=O)Cn2c(C)nc3ccccc32)sc2c1CCC2,-2,6
COc1ccc(-c2csc(N(CC3CCCO3)C(=O)c3ccc(C)cc3)n2)cc1 (stereo not given),8,.
CC(=O)Nc1ccccc1-c1nc2ccc(C(=O)N3CCN(c4ccccc4)CC3)cc2[nH]c1=O,-36,-3
Cc1cccc(-n2c(O)c(C=NCc3cccnc3)c(=O)[nH]c2=O)c1C,3,-7
CC(C)(C)NC(=O)C(c1ccncc1)N(C(=O)CNC(=O)c1ccco1)c1ccc2c(c1)OCO2 (stereo not given),-14,10
Cc1ccccc1OCC(=O)Nc1ccc(C(N)=O)cc1,-21,.
CCCc1cc(=O)n2[nH]c(NCc3ccc(Cl)cc3Cl)nc2n1,1,5
CCCC1CCC(C(=O)Nn2cnc3ccccc3c2=O)CC1 (stereo not given),5,0
Cc1cc2nc3n(c2cc1C)CC1CC(C(=O)NCC2CC2)N(C)C31 (stereo not given),4,.
CC1=NC2(CCCc3c2no[n+]3[O-])N(O)C1(C)C (stereo not given),3,-3
CCCCCSc1cc(OC)c(CCN)cc1OC,-16,.
CC(C)(C)C1CCC(=NNc2ncc(C(F)(F)F)cc2Cl)CC1 (stereo not given),6,.
COC(=O)C1CCN(C(=O)COc2ccc(Cl)cc2)CC1,12,0
Cc1ccc(C)c(CN2C(=O)C(C)Oc3ccc(C)cc32)c1 (stereo not given),-20,-5
Cc1ccccc1NC(=O)C1CC(=O)N(c2ccccc2F)C1 (stereo not given),-15,-10
CCN1CCN(c2cc(C)c3cc(NC(=O)c4cnccn4)ccc3n2)CC1,15,-6
CC(C)(C)c1ccc(C(=O)c2c[nH]c(C(=O)NCc3cccnc3)c2)cc1,3,.
Brc1ccc(CSc2ncnc3nc[nH]c23)cc1,-15,-71
CC(=O)Nc1cccc(NC(C)=O)n1,-4,.
Cc1cccc2nc(=S)n(C(=O)c3ccco3)n12,11,6
Cc1c(NS(=O)(=O)c2ccccc2)c(=O)n(-c2ccccc2)n1C,-13,.
CCNCc1cc(OCC)c(OCC(=O)NCCc2ccccc2)cc1Cl,0,.
CSc1ccc(NC(=O)CC(C)=O)cc1,7,1
CN(C)CCCN1C(=O)C(O)=C(C(=O)c2cccs2)C1c1ccccn1 (stereo not given),.,-8
COC(=O)c1nnn(CC(=O)Nc2cccc(Cl)c2)c1C(=O)OC,-12,-7

# The list goes on, overlapping the part above by five compounds.
SMILES,RmlC RmlD mix,HIV RNase H inh
Cc1c(NS(=O)(=O)c2ccccc2)c(=O)n(-c2ccccc2)n1C,-13,.
CCNCc1cc(OCC)c(OCC(=O)NCCc2ccccc2)cc1Cl,0,.
CSc1ccc(NC(=O)CC(C)=O)cc1,7,1
CN(C)CCCN1C(=O)C(O)=C(C(=O)c2cccs2)C1c1ccccn1 (stereo not given),.,-8
COC(=O)c1nnn(CC(=O)Nc2cccc(Cl)c2)c1C(=O)OC,-12,-7
CCOC(=O)N1CCC(n2c(=S)[nH]c3ccccc3c2=O)CC1,-5,.
Cc1ccc(Cn2c(C(=O)NCCCN3CCOCC3)cc3sccc32)cc1,-12,-7
Cc1cc(C)n(S(=O)(=O)c2cccc(Cl)c2Cl)n1,5,-92
CCO[C@@H]1OC(C(=O)Nc2ccccc2)=C[C@H](c2ccc(Br)cc2)[C@H]1CCCO,-7,.
Cc1ccc(S(=O)(=O)NCCC2(C(C)C)CCOC(C)(C)C2)cc1 (stereo not given),6,.
COC(=O)[C@@H]1C[C@H]1[C@@H](NP(=O)(c1ccccc1)c1ccccc1)c1ccccc1,-22,.
Cc1cc(C)n2nnnc2c1C#N,5,-14
O=C(c1cccc(F)c1)N1CCN(c2cc(N3CCCCC3)c(F)cc2[N+](=O)[O-])CC1,11,.
COC(=O)c1sccc1NC(=O)CN(C)NS(=O)(=O)c1ccc(F)cc1,6,.
Cc1nn(CCC(=O)NNC(=S)Nc2cccc(Cl)c2)c(C)c1[N+](=O)[O-],-14,.
O=[N+]([O-])c1ccc(Sc2nccn2Cc2ccccc2)cc1,-8,.
Cc1ccnc(-n2c(-c3ccco3)nc3ccccc3c2=O)c1,3,-5
CCc1nnc(SCc2cn3c(C)cc(C)nc3n2)n1N,14,-4
O=C(CCc1ccccc1)NC(=S)Nc1cc(C(F)(F)F)ccc1N1CCOCC1,-6,.
CCC(=O)N1CCN(c2ccccc2NC(=O)c2ccc(OC)c(Cl)c2)CC1,-16,.
CCc1cccc2c(=O)c(C(=O)NCCN3CCOCC3)c[nH]c12,-2,-9
COc1ccccc1CCNC(=O)c1cnccn1,11,.
O=C(Cn1cc([N+](=O)[O-])cn1)Nc1ccccn1,10,.
CCCN(CCC)S(=O)(=O)c1ccc(C(=O)N2CCC(=O)c3ccccc32)cc1,-5,1
COc1ccc(NC(=O)N2CCC(c3nc(-c4cccs4)no3)CC2)cc1,.,-27
CCCC(=O)N(Cc1cc2cc(C)ccc2[nH]c1=O)c1ccccc1OC,-3,-13
COc1ccc(NC(=O)c2ccc3c(=O)n(Cc4ccco4)c(=S)[nH]c3c2)c(OC)c1,-17,-2
COc1ccc(C(=O)COC(=O)CCN=C2NS(=O)(=O)c3ccccc32)cc1OC,0,-10
COC(=O)C(CCCCNC(=O)OCc1ccccc1)NC(=O)CN (stereo not given),12,-10
CC(=O)Nc1ccc(S(=O)(=O)N2CCN(S(=O)(=O)N3CCCCCC3)CC2)cc1,4,-2
O=C(c1ccco1)N1CCN(C(=O)C2CCCN(S(=O)(=O)Cc3ccccc3)C2)CC1 (stereo not given),-8,-1
CC1CCCN(c2nc3c(c(=O)n(C)c(=O)n3C)n2CCSc2nc3ccccc3o2)C1 (stereo not given),8,30
NC1=NC[C@@H](Cc2ccc(O)cc2)N1CC1CCCCC1,10,.
C(=N\Nc1nn[nH]n1)/c1ccccc1,-6,.
CC(C)N=C(Nc1ccccc1)c1cccnc1,0,.

# As entered above.
# Reading of COc1ccc(C(=O)COC(=O)CCN=C2NS(=O)(=O)c3ccccc32)cc1OC in HIV RNase H inh: -10
# Reading of CC(C)N=C(Nc1ccccc1)c1cccnc1 in RmlC RmlD mix: 0
# Reading of CC1CCCN(c2nc3c(c(=O)n(C)c(=O)n3C)n2CCSc2nc3ccccc3o2)C1 (stereo not given) in HIV RNase H inh: 30
# Reading of CCCC(=O)N(Cc1cc2cc(C)ccc2[nH]c1=O)c1ccccc1OC in RmlC RmlD mix: -3
# Reading of COc1ccc(NC(=O)N2CCC(c3nc(-c4cccs4)no3)CC2)cc1 in HIV RNase H inh: -27
# Reading of CCc1cccc2c(=O)c(C(=O)NCCN3CCOCC3)c[nH]c12 in HIV RNase H inh: -9

# New compounds follow.
SMILES,RmlC RmlD mix,HIV RNase H inh
Cc1ccc(CCNC(=O)C2CCC(=O)N2Cc2cccnc2)cc1 (stereo not given),-15,-10
COc1ccc(/C(O)=C2/C(=O)C(=O)N(CCCN(C)C)C2c2ccccc2)cc1OC (stereo not given),14,-4
O=C(Cn1cnc2c(nnn2Cc2ccc(F)cc2)c1=O)N1CCCCC1,.,-10
O=C(CCCn1c(=S)[nH]c2cc3c(cc2c1=O)OCO3)N1CCN(c2ccccc2F)CC1,-11,-6
CCC(CC)C(=O)NCCN1CCN(C(=O)C(CC)CC)CC1,-20,.
CC(C)COC(=O)Nc1nnc(SCCOc2ccccc2)s1,6,.
Cc1onc(-c2ccccc2)c1C(=O)n1cccn1,-10,-9
COc1cc(OC)c(C2C3=C(CCCC3=O)Nc3nc4ccccc4n32)cc1OC (stereo not given),-2,-17
CC1CCc2cc(F)ccc2N1C(=O)CSc1nnc2c(n1)[nH]c1ccc(F)cc12 (stereo not given),16,.
